Compound activity as filed in PubChem.
S-ASM inh: blocks human secretory acid sphingomyelinase | P17405 | placental ASM, HMU-PC fluorogenic substrate, 60 min | Potency, µM (top dose mostly 57.5 µM), for the others: at the top dose activity change, negative = inhibition, most hits filed as inhibitors | hit rate 0.006% among 340,000; also: potency is read from the fitted curve at half-maximal effect
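Human placenta-derived ASM preincubated with compound 10 min at room temperature, then reacted with 9 uM (final) fluorogenic HMU-PC substrate for 60 min at 37 C. Stop solution raises pH to 10; fluorescence read at Ex 386/Em 447 nm.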
ELG1 genotoxic: genotoxicity induction in ELG1-luciferase HEK293T cells; hit rate 1.3% among 330,000; Potency, µM (titrated, usually from 46 µM), without a hit: at the top dose activity change, positive = activation, hits mostly activators; AID 504466; HEK293T ELG1-luciferase reporter, luminescence, 16 h; also: potency is read from the fitted curve at half-maximal effect; % of control where 0% means no effect; nearly all actives have a fitted effect of over 60% in size
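Luminescence read-out: rising ELG1-luciferase signal, reflecting elevated ELG1 protein under genetic stress, flags genotoxic compounds. Cells were treated for 16 hr at 37 °C before ONE-Glo detection.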
uPA surface inh: inhibitors of cell surface uPA generation | cell surface uPA generation assay, qHTS | Potency, µM (top dose mostly 38.3 µM), inactives show top-dose activity change, negative = inhibition, most hits filed as inhibitors | hit rate 0.31% among 330,000; active = well fitted inhibition curve with a large enough effect; inconclusive = small, poorly fitted or top-dose-only effect; inactive = no such curve, though single readings can be large or run the other way; tested in mouse RAW 264.7 cells; also: potency is read from the fitted curve at half-maximal effect; % is scaled to controls: 0 for no effect and ±100 for the full control effect; nearly all actives have a fitted effect of over 55% in size
Integrin act MD: integrin-mediated muscular dystrophy alleviation activation; Potency, µM (highest dose often 38.3 µM), for inactives: at the highest dose activation, hits mostly activators; AID 624291; alpha7betagal myoblasts, beta-gal FDG fluorescence, 48 h; hit rate 0.064% among 350,000;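 also: potency is read from the fitted curve at half-maximal effect; 100% = response of the positive control SU9516; nearly all actives have a fitted effect of over 60% in size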
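Alpha7betagal+/- myoblasts (passage 13) were plated 16-24 hr, then exposed to compounds (1:260 dilution of DMSO stock) for 48 hours at 37C. After MPER lysis, β-galactosidase reporter activity was read as FDG fluorescence (ex 480/em 540) after 30 minutes.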
USP2a block: inhibitors of human ubiquitin-specific protease USP2a | hit rate 0.01% among 330,000 | O75604 | USP2 core, Ub-CHOP2 coupled fluorogenic reporter, 485/531 | Potency, µM (top dose mostly 38.3 µM), for inactives: top-dose activity change, negative = inhibition, usual class: inhibitors;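 also: potency is read from the fitted curve at half-maximal effect; plate controls were DMSO wells for no effect and full inhibition by NEM control for full effect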
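Cell-free coupled assay: 10nM USP2 core preincubated 30min RT with compound in Tris-HCl pH 8.0/CaCl2/CHAPS buffer, then 25nM Ub-CHOP2 and 25nM reporter substrate; fluorescence (Ex 485/Em 531) read after 60min RT, normalized to NEM inhibition, concentration-response curves fitted.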
Eya2 inh: Eya2 (human) phosphatase inhibition. hit rate 0.006% among 330,000. O00167. recombinant Eya2, OMFP fluorescence dephosphorylation (OMFP is methylfluorescein phosphate). Potency, µM (top dose mostly 76.9 µM), for the others: at the highest dose activity, negative = inhibition, actives largely listed as inhibitors. AID 488837; also: potency is read from the fitted curve at half-maximal effect; % is scaled to controls: 0 for no effect and ±100 for the full control effect
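Eya2 (0.2 uM) preincubated 10 min at ambient with compound, then OMFP substrate added at 50 uM; 10 min reaction in 50 mM HEPES pH 7.5, 50 mM NaCl, 5 uM MgCl2, 0.05% BSA, 1 mM DTT. Fluorescence read at Ex 485/Em 525 nm.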
TSG101-PTAP inh: blocks PTAP/TSG101 interaction to inhibit HIV-1 budding; AID 493005; 340,000 tested, under 10 active; Fluorescence polarization, FITC-PTAP peptide / Tsg101 binding; Q99816; Potency, µM (doses to about 115 µM), for inactives: top-dose activity change, negative = inhibition, most hits filed as inhibitors; active = well fitted inhibition curve with a large enough effect in the main read-out, with a control signal flat, not every such curve was filed as active; inconclusive = small, poorly fitted or top-dose-only effect, or effect the other way, or a change in a side signal; inactive = no such curve, though single readings can be large or run the other way; also: potency is read from the fitted curve at half-maximal effect; % of control where 0% means no effect
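Tsg101 binding domain (10 uM final) was mixed with compound and a FITC-labeled PTAP peptide (50 nM final) in HEPES pH 7.5 buffer with NaCl, Tween 20, EDTA and TCEP; fluorescence polarization was read after 20 min at r.t.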
BRCA1 expr act: BRCA1 expression activation; MCF7-BRCA1-FFLuc reporter, luminescence, 48 h; response scale: scaled: vehicle 0%, 10 µM genistein 100%; Potency, µM (doses to about 46.1 µM), for the others: at the highest dose activation, most hits filed as activators; hit rate 1.1% among 380,000; AID 624202; also: potency is read from the fitted curve at half-maximal effect; nearly all actives have a fitted effect of over 80% in size; some results filed as inactive show a strong effect at the top dose
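MCF7-BRCA1-FFLuc cells, 2000/well in phenol-red-free MEM, attached 2 h then treated 48 h at 37 C. Luciferase luminescence read 15 min after reagent; normalized to genistein maximum activation (10microM) and DMSO, concentration-response fitted.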
B2AR arrestin: agonists driving beta-arrestin recruitment to human beta2-adrenergic receptor; beta-arrestin recruitment to beta2AR, cell-based reporter; Potency, µM (top dose mostly 46.1 µM), for the others: at the top dose activation, hits mostly activators; hit rate 0.02% among 330,000;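 also: potency is read from the fitted curve at half-maximal effect; 0% = DMSO controls and full agonism = EC100 isoproterenol or metaproterenol; nearly all actives have a fitted effect of over 65% in size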
TRPV1 agonist: activates the human vanilloid receptor TRPV1. Q8NER1. TRPV1-expressing cells, Fluo-8 calcium influx, agonist mode. activation, % at 8.33 µM. hit rate 0.19% among 320,000. AID 540275; in the data active = activation above about 80%; inconclusive = between about 30% and that limit; also: 0% is about no effect
Target sequence (Q8NER1 whole entry, looked up): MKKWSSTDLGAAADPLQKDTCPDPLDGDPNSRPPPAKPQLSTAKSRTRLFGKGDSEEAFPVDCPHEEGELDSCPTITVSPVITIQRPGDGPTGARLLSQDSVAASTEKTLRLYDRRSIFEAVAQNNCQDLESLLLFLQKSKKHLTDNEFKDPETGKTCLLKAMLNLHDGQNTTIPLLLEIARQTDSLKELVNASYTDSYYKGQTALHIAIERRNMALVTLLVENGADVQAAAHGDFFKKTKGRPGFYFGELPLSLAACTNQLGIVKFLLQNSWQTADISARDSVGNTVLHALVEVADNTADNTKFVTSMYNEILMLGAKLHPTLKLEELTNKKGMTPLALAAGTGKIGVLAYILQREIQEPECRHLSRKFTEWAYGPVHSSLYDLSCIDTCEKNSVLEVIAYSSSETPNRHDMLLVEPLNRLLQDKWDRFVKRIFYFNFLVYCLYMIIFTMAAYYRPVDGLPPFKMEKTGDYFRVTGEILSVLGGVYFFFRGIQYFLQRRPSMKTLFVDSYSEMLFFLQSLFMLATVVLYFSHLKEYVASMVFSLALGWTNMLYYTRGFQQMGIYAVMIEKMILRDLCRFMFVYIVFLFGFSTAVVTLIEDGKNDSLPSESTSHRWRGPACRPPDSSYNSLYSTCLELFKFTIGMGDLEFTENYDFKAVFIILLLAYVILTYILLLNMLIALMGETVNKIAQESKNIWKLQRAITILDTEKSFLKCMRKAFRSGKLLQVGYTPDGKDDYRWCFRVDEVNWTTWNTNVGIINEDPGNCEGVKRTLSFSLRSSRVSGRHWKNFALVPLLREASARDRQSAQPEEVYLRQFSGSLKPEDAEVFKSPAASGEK
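Fluo-8 calcium influx in TRPV1-expressing cells, kinetic read (ex 480/em 520 nm). Compound added and read 3 min for agonist activity, followed by capsaicin at EC20 final and 2 min further read for enhancement.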
p53 reactivation: re-activators of mutant p53; hit rate 0.063% among 320,000; Potency, µM (titrated, usually from 92.2 µM), for the others: at the highest dose activity change, positive = activation, most hits filed as activators; H1299 p53-A138V BP100-luciferase reporter, luminescence, 24 h; also: potency is read from the fitted curve at half-maximal effect; % of control where 0% means no effect; nearly all actives have a fitted effect of over 45% in size
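H1299 (p53-null), stable ts p53-A138V + BP100-Luc; 1000 cells/well, Opti-MEM/10% FBS; cpd 4 pt, 1:5; 24 h, 37 deg C, 5% CO2; detection reagent 10 min RT; luminescence.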
The depositor's hits bear a star; i = inactive; u = inconclusive; x = no result given; [ ] = another dose, or the depositor's remark. Unless noted, calls follow the shape of the dose curve; as a rule, active = well fitted curve in the direction sought with a large enough effect; inconclusive = small, poorly fitted or top-dose-only effect, or another doubt; inactive = no such curve, though single readings can be large; an effect the other way counts as inactive or inconclusive.

SMILES | S-ASM inh | ELG1 genotoxic | uPA surface inh | Integrin act MD | USP2a block | Eya2 inh | TSG101-PTAP inh | BRCA1 expr act | B2AR arrestin | TRPV1 agonist | p53 reactivation
O=C(c1cc(COc2ccc(F)cc2Cl)on1)N1CCCCC1c1cccnc1 (stereo unspecified) | -5% | 8% | 3% | -36%[inhibitor] | -6% | 5% | -2% | 50% | -0.2% | 7 | u
Cc1ccc(S(=O)(=O)N2CCN(C(=O)C(C)Cn3cncn3)CC2)cc1 (stereo unspecified) | 4% | 0% | -3% | -5% | -6% | -6% | 0% | 7% | 0.0% | 2 | 1%
Cc1ccc(/C=N/NC(=O)c2nc3nc(C)cc(C)n3n2)cc1 | 3% | 0% | 0% | 9% | -1% | -4% | -5% | 16% | -1.5% | 0 | 4%
CCc1nc(SCC(=O)c2cccs2)c2oc3ccccc3c2n1 | 3% | -4% | -5% | -26% | 10% | 13% | -2% | 2%[1.84 µM] | -0.4% | 11 | -2%
CC(Oc1ccc(Cl)cc1Cl)C(=O)Nc1cccnc1 (stereo unspecified) | 0% | -1% | 0% | 6% | 0% | 1% | -7% | 11% | 0.2% | 0 | -1%
CC(NC(=O)/C(=C\c1ccco1)NC(=O)c1ccccc1Br)C(=O)O (stereo unspecified) | 14% | -2% | -2% | 0% | 1% | -14% | -4% | -1% | -0.2% | 0 | 2%
CC(NC(=O)Cn1cnnn1)c1cccc(C(F)(F)F)c1 (stereo unspecified) | -1% | 0% | 7% | -19% | -1% | 17% | -4% | 1% | -0.8% | -3 | 0%
O=c1c2ccccc2nnn1Cc1ccccn1 | -3% | 0% | x | -4% | 1% | -15% | -8% | -14% | 0.3% | 3 | 1%
CCc1cc2c(=O)c(-c3nc4ccccc4n3C)c(CCCC(=O)O)oc2cc1OC(=O)C(C)(C)C | 4% | -1% | -8% | -14% | 0% | 6% | -3% | 0% | -0.3% | 2 | 2%
O=C(Nc1cccc2cccc(NC(=O)c3ccco3)c12)c1ccco1 | -5% | 1% | 6% | -14% | 2% | 7% | -3% | -10% | -0.1% | 0 | 4%
CCOC(=O)C1=C(C)NC2=C(C(=O)CCC2)C1c1ccc(O)c(OCC)c1 (stereo unspecified) | 18% | -1% | -2% | 12% | 5% | 7% | 0% | -10% | -1.1% | 0 | -16%
O=C(c1cc2ccccc2o1)N1CCN(S(=O)(=O)c2cccs2)CC1 | -8% | -3% | -2% | 8%[1.53 µM] | 0% | 24% | 1% | -21% | 0.1% | 20 | -6%
Cc1cnn(CCC(=O)NNC(=S)Nc2cccc(Cl)c2)c1 | 6% | 1% | x | -7% | -1% | -1% | -3% | 5% | 0.1% | 0 | 2%
O=C(CSc1nnc(NC(=O)c2ccc(F)cc2F)s1)NC1CCCC1 | -16% | u | -2% | -14% | -1% | 3% | -2% | 64% | -1.2% | -1 | 18%
CCOc1ccc(S(=O)(=O)N2CCC(C(=O)NCc3ccncc3)CC2)cc1Cl | 1% | -7% | -3% | -8% | 0% | 14% | -7% | -21% | 0.1% | 29 | -1%
COc1ccc(N2CC(C(=O)Nc3nc4ccccc4s3)CC2=O)cc1 (stereo unspecified) | -3% | -7% | -9% | -2% | -6% | -11% | -1% | 4% | -0.8% | u | -8%
C=CCN1CC(=O)N2C(C)c3[nH]c4ccccc4c3C[C@H]2C1=O (stereo partly specified) | -2% | 1% | -6% | -2% | 0% | 2% | -1% | 30% | 0.6% | -3 | -6%
COC(=O)[C@H](CCSC)NC(=O)Cn1cc(C)c(=O)[nH]c1=O | 0% | x | 16% | 7% | x | x | -6% | 11% | x | x | x
CCOC(=O)c1ccc(NC(=O)c2nc[nH]c2C(=O)NCCCCNC(=O)c2[nH]cnc2C(=O)Nc2ccc(C(=O)OCC)cc2)cc1 | 8% | -6% | 13% | 17% | 1% | -5% | x | -3% | -0.1% | -3 | -10%
COC(=O)c1sc2ncn(CC(=O)N(C)C3CCCCC3)c(=O)c2c1C | -1% | -5% | 0% | 7% | 1% | 1% | -1% | -5% | -0.3% | 0 | 2%
Cc1ccnc(NC(=O)c2ccc(N3C(=O)CCC3=O)cc2)c1 | 0% | 16% | -10% | 15% | -4% | -7% | -11% | 19% | -0.1% | 1 | 11%
COC(=O)c1cc(Br)c(=O)n(-c2ccc(F)cc2)c1 | 0% | 0% | -5% | 25% | -6% | -10% | -4% | 9% | -0.3% | -2 | -4%
CCN(CC)Cc1c(O)c(Cl)cc2c(C)c(C)c(=O)oc12 | i | 0% | 1% | -12%[7.66 µM] | 3% | -13% | -4% | 4% | 0.1% | -1 | 1%
COc1ccc(/C=C/C(=O)OCC(=O)Nc2cccc(C(C)=O)c2)cc1 | -13% | 0% | 1% | -12% | -1% | 5% | -3% | -6% | -0.6% | 18 | -3%
CCCn1c(C)cc(C(=O)COC(=O)c2ccc(Cl)c(S(=O)(=O)N3CCCC3)c2)c1C | 0% | 1% | -5% | -34% | 3% | -6% | -2% | -20% | 0.1% | -2 | 9%
COc1ccc(CC(=O)OCc2cc3ccc(C)cc3[nH]c2=O)cc1 | -2% | -42%[inhibitor] | 11% | 19% | 0% | -17% | -3% | -5% | -0.4% | 13 | 5%
CCN1CCN(C(=O)C23CCC(C)(C(=O)C2Br)C3(C)C)CC1 (stereo unspecified) | 0% | 0% | 4% | 21% | -2% | 0% | -1% | -7% | 0.3% | -7 | -3%
O=c1c(Cl)c(N2CCN(c3ccc(F)cc3)CC2)cnn1C12CC3CC(CC(C3)C1)C2 | 0% | -3% | -5% | -12% | -1% | -7% | -3% | -62% | 0.4% | 4 | -4%
O=C(NCc1ccc2c(c1)OCO2)C(=O)NCC1OCCCN1S(=O)(=O)c1ccc(F)cc1 (stereo unspecified) | 3% | -3% | 4% | u | -1% | 3% | -7% | -1% | 0.0% | 1 | -6%
O=[N+]([O-])c1cccc(COc2ccccc2CN2CCOCC2)c1 | 1% | x | -1% | -7% | x | x | -8% | -14% | x | x | x
O=C1C=C(c2ccccc2)C[C@@H](c2ccc(Cl)cc2)C1 | -6% | 1% | -6% | 16% | 3% | -9% | -6% | -1% | 4.3% | u | -8%
COc1ccc(NC(=O)CCCC(=O)OCC(F)(F)C(F)F)cc1 | 5% | 13% | 7% | -21% | 0% | 20% | -9% | 15% | -0.2% | 3 | -14%
C=CCN1C(=O)C(Cc2ccc(OC)cc2)S/C1=N/N=C/c1ccco1 (stereo unspecified) | -9% | 1% | x | 21% | 3% | -4% | 0% | 4% | 0.0% | 2 | 6%
O=C(Cn1c(=O)n(-c2ccc(F)cc2)c(=O)c2sccc21)c1ccccc1 | 1% | x | -2% | -21% | 4% | -1% | -2% | 13% | 0.2% | -2 | 14%
CC1(NC(=O)C2CCCCC2)CCS(=O)(=O)C1 (stereo unspecified) | -5% | 3% | 2% | 21% | 1% | 16% | 0% | -8% | -0.3% | 0 | 4%
Cc1cc(C(=O)CN2C(=O)C(=O)N(Cc3ccccc3)C2=O)c(C)n1-c1ccc2c(c1)OCCO2 | 0% | -5% | 5% | -41% | 1% | 5% | 0% | -16% | -1.2% | -1 | -4%
O=C(CSc1nnc(-c2ccccc2)n1C1CCCCC1)Nc1ccc(S(=O)(=O)Nc2ccccn2)cc1 | -1% | -1% | 7% | -42%[inhibitor] | 2% | 5% | -4% | -33% | -0.4% | -1 | 9%
Cn1cnc2nc3n(c2c1=O)CCC3 | 0% | x | -1% | 7% | x | x | -6% | 10% | x | 0 | x
CCO[C@H]1OC(C(N)=O)=C[C@@H](c2coc3ccccc3c2=O)[C@@H]1CCCO | 2% | 9% | 8% | -22% | 0% | -9% | -1% | -1% | -0.4% | -1 | -1%
COc1ccc(OC)c(S(=O)(=O)Nc2cccc3ccc(O)cc23)c1 | -3% | x | 0% | -10% | x | x | -1% | -59% | x | x | x
O=C(CCC(=O)c1cccs1)Nc1nc2ccccc2s1 | -2% | x | 1% | -12% | x | x | 0% | 71% | x | x | x
COc1ccc(C2Nc3cc(OC)ccc3-n3cccc32)cc1 (stereo unspecified) | x | -1% | 6% | -30% | -1% | -26% | 1% | -16% | 0.8% | 0 | -5%
CCCCCC(CC(=O)NO)C(=O)NC(C(=O)N1CCCC1CO)C(C)C (stereo unspecified) | -5% | -18% | 3% | x | 0% | 18% | 24% | 0% | 0.4% | 1 | -6%

Outcome played no part in choosing rows; any-hit rate near 2.6%.
